Compound activity from PubChem.
pAkt inh: inhibitors of Akt phosphorylation. AID 651550. activity change, % for hits at 50 µM. Neuro2A IGF-stimulated pAkt S473 HTRF, 20 min; active compounds read low. actives 0.32% (n = 360,000); in the data active = activity change below about -80%; inconclusive = mostly about -51% to -80%; note: % is set by controls: 0 for no effect and ±100 for the full control effect
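Single-point screen (50 µM final compound) in Neuro2A cells stimulated 20 min with 6 nM IGF at 37 deg C. After lysis, Ser473-phosphorylated Akt read by HTRF (ex 330 nm, em 615/665 nm) as the 665/615 ratio.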
EPAC2 antagonist: antagonists of human EPAC2; actives 0.18% (n = 360,000); AID 720708; EPAC2 GEF exchange of Rap1B-BODIPY-GDP, fluorescence; Q8WZA2; Potency, µM (top dose mostly 114 µM), for inactives: at the top dose activity, negative = inhibition, most hits filed as inhibitors; note: potency is the fitted concentration of half-maximal effect; % is set by controls: 0 for no effect and ±100 for the full control effect; nearly all actives have a fitted effect of over 45% in size; many of its hits are not listed in these tables
PTHR1 agonist: PTHR1 (human) receptor agonism; Potency, µM (titrated, usually from 115 µM), without a hit: at the highest dose activation, actives largely listed as activators; HEK293 GP2 PTHR1 cells, GloSensor cAMP luminescence, 1 h; Q03431; actives 0.075% (n = 410,000); note: potency is the fitted concentration of half-maximal effect; nearly all actives have a fitted effect of over 55% in size; some results filed as inactive show a strong effect at the top dose; inactives centre near -15; many of its hits are not listed in these tables
Target sequence (Q03431 whole entry, looked up): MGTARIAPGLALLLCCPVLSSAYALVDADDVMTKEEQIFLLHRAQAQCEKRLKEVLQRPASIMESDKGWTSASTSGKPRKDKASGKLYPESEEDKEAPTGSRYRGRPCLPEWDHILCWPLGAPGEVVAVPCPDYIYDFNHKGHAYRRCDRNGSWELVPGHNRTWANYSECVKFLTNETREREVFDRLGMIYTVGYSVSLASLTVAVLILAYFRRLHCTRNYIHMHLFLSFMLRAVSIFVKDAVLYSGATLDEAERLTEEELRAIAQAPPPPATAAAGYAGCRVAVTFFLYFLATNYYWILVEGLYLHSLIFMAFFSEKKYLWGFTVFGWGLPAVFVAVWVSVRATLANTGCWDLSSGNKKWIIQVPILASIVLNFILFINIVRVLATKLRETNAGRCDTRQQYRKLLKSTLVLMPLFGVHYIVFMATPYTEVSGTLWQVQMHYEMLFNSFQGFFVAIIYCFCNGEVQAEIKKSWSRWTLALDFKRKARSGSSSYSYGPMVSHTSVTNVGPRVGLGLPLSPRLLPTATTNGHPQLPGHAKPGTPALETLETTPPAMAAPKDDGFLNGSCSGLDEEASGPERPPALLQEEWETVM
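HEK-293-derived GP2 cells expressing PTHR1 and a GloSensor cAMP reporter, 3,000/well, plated overnight, given luciferin plus IBMX (each 0.5 mM as added) for 1 h at 37 °C, then compound for 1 h at 37 °C. Luminescence was read after 15 min at room temperature.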
DRD3 agonist: D3 dopamine receptor (human) agonism. P35462. D3R DiscoveRx beta-arrestin cells, luminescence, 90 min. max activation, %. actives 0.58% (n = 410,000). AID 652048; in the data active = max activation above about 30%; note: 0% is about no effect; mostly tested at two doses, the higher about 12 µM
Target sequence (P35462 whole entry, looked up): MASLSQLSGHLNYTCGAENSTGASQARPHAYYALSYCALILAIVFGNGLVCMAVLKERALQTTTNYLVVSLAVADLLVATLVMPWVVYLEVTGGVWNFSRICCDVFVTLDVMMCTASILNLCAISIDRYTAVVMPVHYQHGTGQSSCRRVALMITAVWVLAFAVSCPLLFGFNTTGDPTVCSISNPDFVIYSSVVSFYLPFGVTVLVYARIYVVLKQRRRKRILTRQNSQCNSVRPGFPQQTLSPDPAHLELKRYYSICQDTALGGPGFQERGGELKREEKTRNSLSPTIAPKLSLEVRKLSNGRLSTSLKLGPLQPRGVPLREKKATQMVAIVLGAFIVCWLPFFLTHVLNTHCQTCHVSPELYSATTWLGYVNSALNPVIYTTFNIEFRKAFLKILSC
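Agonist mode: compounds and dopamine controls were applied to plated cells for 90 min at 37 degrees C after an overnight attachment at 1500 cells/well. Luminescent read-out followed 30 - 60 minutes at room temperature with DiscoveRx detection reagent.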
DRD3 antagonist: antagonists of human D3 dopamine receptor | P35462 | D3R cells, DiscoveRx beta-arrestin luminescence, antagonist mode; active compounds read low | max response, negative = inhibition, % | actives 2.5% (n = 360,000); in the data active = max response below about -50%; inconclusive = no clear call, values can overlap the other calls; note: % is set by controls: 0 for no effect and ±100 for the full control effect; mostly tested at two doses, the higher about 12 µM
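Cells plated overnight at 1500 cells/well, then exposed to library compounds with dopamine controls for 90 minutes at 37 degrees C. DiscoveRx reagent added for 30–60 minutes at room temperature; luminescence read, quantitative HTS format.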
CCT modulator: changes cytosolic chaperonin activity; actives 0.3% (n = 360,000); purified chaperonin ATPase assay, HTRF ADP detection, 30 min; activity change, % (test concentration not listed), hits read low; in the data active = activity change below about -30%; note: % is set by controls: 0 for no effect and ±100 for the full control effect
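TRiC (40 or 20 nM final, by batch activity) in 30 mM Tris pH 7.4, 100 mM KCl, 5 mM MgCl2, 1 mM DTT was treated with compound at 76 uM single dose, then 10 uM ATP, 30 min at 37 °C. ADP was read by HTRF Transcreener.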
EPAC2 agonist: agonists of human EPAC2 (RAPGEF4); Q8WZA2; EPAC2 activation, biochemical qHTS; response scale: 100% = 6.5 mM cAMP response; Potency, µM (doses to about 154 µM), for the others: at the highest dose activation, most hits filed as activators; actives 0.079% (n = 360,000); AID 720711; note: potency is the fitted concentration of half-maximal effect; nearly all actives have a fitted effect of over 50% in size
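Setup: EPAC2 100 nM, labeled Rap1B complex 250 nM, free GDP 50 uM. Compound titrations pinned in, brief spin, 5 min room temperature incubation. Kinetic fluorescence read over 30 min, normalized to 6.5 mM cAMP.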
Mm-Cpn inhibitor: inhibitors of Methanococcus maripaludis chaperonin (MmCpn) | purified Mm-Cpn ATPase, ADP Transcreener TR-FRET | Potency, µM (titrated, usually from 76.9 µM), for inactives: top-dose activity, negative = inhibition, usual class: inhibitors | actives 0.031% (n = 330,000); note: potency is the fitted concentration of half-maximal effect; % is set by controls: 0 for no effect and ±100 for the full control effect; nearly all actives have a fitted effect of over 80% in size
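TR-FRET (320 nm excitation; 590 and 665 nm emission) reports ADP made from 10 uM ATP by 25 nM enzyme; compounds were preincubated 10 min, reaction run 30 min, both at 37°C.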
The depositor's hits bear a star; i = inactive; u = inconclusive; x = no result given; & = joins results of further samples; [ ] = another dose, or the depositor's remark. Unless noted, calls come from the whole dose curve; as a rule, active = well fitted curve in the direction sought with a large enough effect; inconclusive = small, poorly fitted or top-dose-only effect, or another doubt; inactive = no such curve, though single readings can be large; an effect the other way counts as inactive or inconclusive.

Below each compound: EPAC2 antagonist, CCT modulator, DRD3 antagonist, EPAC2 agonist, Mm-Cpn inhibitor, DRD3 agonist, pAkt inh, PTHR1 agonist
N#Cc1ccccc1NC(=O)COC(=O)c1ccc(S(=O)(=O)N2CCCC2)cc1
    -1%, -2.1, 20, 11%, -6%, 8, i, -14%[57.5 µM]
CC(=O)NCCc1nc2ccccc2n1Cc1cc(C)ccc1C
    -13%, 1.3, -25, 11%, 0%, 1, i, i
COc1cc2ccccc2cc1C(=O)Nc1ccccc1C
    2%, 2.5, 11, -4%, -2%, 2, i, -20%
CC1CC(C)(C)CC2(C1)NC(=S)N(c1ccccc1)N2 (configuration not stated)
    0%, -1.3, 39, 14%, -1%, -9, i, i
OCCC1CN(Cc2nc(-c3ccccc3)cs2)CCN1C1CCCC1 (configuration not stated)
    13%, -0.2, -6, 3%, -4%, -17, i, -4%
O=C(NCc1nc2ccccc2[nH]1)C1=C[C@H](c2ccccc2)C[C@H](OCc2ccc(CO)cc2)O1
    -11%, 1.6, -11, 14%, x, 0, i, i
O=C(CC(Nc1ccccc1Cl)C(=O)O)c1ccccc1 (configuration not stated)
    1%, -3.2, 5, 1%, 2%, 0, i, -40%
COc1ccc(C(C)(C)C)cc1NC(=O)COC(=O)c1cc(SC)ccc1Cl
    -4%, -0.4, -18, 4%, -2%, -14, i, -9%
CCc1ccc(-c2nc(SCC(=O)c3c(N)n(C4CC4)c(=O)[nH]c3=O)n[nH]2)cc1
    45%[activator], -1.5, 4, -6%, -1%, 2, i, -18%
COc1cccc(-n2nnc3c(=O)n(CC(=O)Nc4ccccc4C)cnc32)c1
    11%, 1.2, 6, -7%, 2%, 0, i, -12%

Laid out differently: results already given.
SMILES	EPAC2 antagonist	CCT modulator	DRD3 antagonist	EPAC2 agonist	Mm-Cpn inhibitor	DRD3 agonist	pAkt inh	PTHR1 agonist
CC1CC(C)(C)CC2(C1)NC(=S)N(c1ccccc1)N2 (configuration not stated)	0%	-1.3	39	14%	-1%	-9	i	i
COc1cccc(-n2nnc3c(=O)n(CC(=O)Nc4ccccc4C)cnc32)c1	11%	1.2	6	-7%	2%	0	i	-12%
N#Cc1ccccc1NC(=O)COC(=O)c1ccc(S(=O)(=O)N2CCCC2)cc1	-1%	-2.1	20	11%	-6%	8	i	-14%[57.5 µM]
CCc1ccc(-c2nc(SCC(=O)c3c(N)n(C4CC4)c(=O)[nH]c3=O)n[nH]2)cc1	45%[activator]	-1.5	4	-6%	-1%	2	i	-18%

The listing continues.
Below each compound: EPAC2 antagonist, CCT modulator, DRD3 antagonist, EPAC2 agonist, Mm-Cpn inhibitor, DRD3 agonist, pAkt inh, PTHR1 agonist
C=CCNC(=O)c1onc(CSc2cc(C)ccc2C)c1C(=O)O
    1%, 0.5, 4, 2%, -3%, -3, i, -22%
Cc1nnc(SCC(=O)NC2CC2)n1CCc1ccccc1
    19%, 1.7, 16, 5%, 0%, -1, i, -3%[57.5 µM]
COc1cc2c(c(OC)c1OC)-c1ccc(NC(=O)c3ccccc3)c(=O)cc1[C@@H](NC(C)=O)CC2
    -3%, -2.5, -4, -3%, -2%, 7, i, i
CCC(=O)N1CCc2cc(S(=O)(=O)NC(C(=O)NCc3ccc(F)cc3)C(C)C)ccc21 (configuration not stated)
    14%, -2.4, -16, -5%, 2%, -2, i, -43%[inhibitor][57.5 µM]
CCOC(=O)C1(C)CCCN1C(=O)c1ccc(OC)cc1 (configuration not stated)
    5%, 1.8, 5, 5%, x, 10, i, -2%
CCc1ccc(NS(=O)(=O)c2ccc3[nH]cc(C(=O)N(C)Cc4ccco4)c(=O)c3c2)cc1
    6%, -0.1, -9, 6%, 2%, 2&-9, i, -5%[57.5 µM]
COc1ccc(/C=N/NC(=O)c2ccncc2)c(OC)c1
    6%, 3.1, -4, 2%, 3%, -1, i, i
OC(Cn1cncn1)c1ccc(Cl)cc1 (configuration not stated)
    3%, -1.8, 15, 0%, 0%, 2, x, i
O=C(CN1C(=O)CSC1=O)Nc1ccccc1N1CCOCC1
    5%, -1.0, 11, 1%, 0%, 1, i, i
Cc1ccc(Nc2nc(-c3ccncc3)cs2)cc1
    -5%, 0.0, 11, -2%, -5%, 10, i, i

The closing three records of the section above come first, to join the parts.
Below each compound: EPAC2 antagonist, CCT modulator, DRD3 antagonist, EPAC2 agonist, Mm-Cpn inhibitor, DRD3 agonist, pAkt inh, PTHR1 agonist
OC(Cn1cncn1)c1ccc(Cl)cc1 (configuration not stated)
    3%, -1.8, 15, 0%, 0%, 2, x, i
O=C(CN1C(=O)CSC1=O)Nc1ccccc1N1CCOCC1
    5%, -1.0, 11, 1%, 0%, 1, i, i
Cc1ccc(Nc2nc(-c3ccncc3)cs2)cc1
    -5%, 0.0, 11, -2%, -5%, 10, i, i
O=C(NN=C1CCCCCC1)c1ccc(Br)o1
    0%, -1.5, -5, 1%, 2%, -10, i, -3%
Cc1ccc(NC(C(N)=O)c2c(C)[nH]c(=O)[nH]c2=O)cc1 (configuration not stated)
    0%, 0.5, -11, 4%, 1%, 0, i, i
CCN(CC)C(CNC(=O)CSc1nnnn1-c1ccc(C)c(C)c1)c1ccco1 (configuration not stated)
    -10%, -0.2, -10, 1%, -3%, -10, i, -46%
COc1ccc(NC(=O)Nc2cccc3c2O[C@@H](CN(C)CC2CCCCC2)[C@@H](C)CN([C@H](C)CO)C3=O)cc1
    6%, -2.0, -15, -1%, 0%, -5, i, i
O=C(O)c1cc2n(n1)C(C(F)(F)F)CC(c1ccco1)N2 (configuration not stated)
    -2%, -1.3, -7, -5%, x, 1, i, -8%[57.5 µM]
COc1ccc(N(C=O)C(=S)SC)cc1
    -4%, -1.3, 19, 7%, -3%, 2, i, i
CC(=O)N[C@@H](CC(=O)O)C(=O)O
    38%[activator], -2.5, 4, 4%, 2%, -2, i, -18%
C[C@@H]1CN([C@H](C)CO)C(=O)CCCn2nncc2CO[C@H]1CN(C)S(C)(=O)=O
    -7%, -1.6, 14, 8%, x, 8, i, -24%
COc1cccc(-c2cnc(C(O)c3cc(F)cc(Cl)c3)[nH]2)c1 (configuration not stated)
    -8%, 1.8, 0, 4%, x, 7, i, -55%[inhibitor]
O=C(Nc1ccc(S(=O)(=O)N2CCCCC2)cc1)c1ccc(F)cc1
    -4%, -0.6, 7, 7%, 2%, -1, i, -29%
CCOc1cc(/C=C2\SC(N)=NC2=O)ccc1O
    -6%, -4.8, u, 0%, -7%, 0, i, 3%
C=C[C@H]1C(O[C@@H]2O[C@H](CO)[C@@H](O)[C@H](O)[C@H]2O)OC=C2C(=O)N3CCc4cc(OC)c(O)cc4[C@H]3C[C@H]21 (some centres not stated)
    4%, 0.3, 0, -7%, -25%, -29, i, -6%
O=C(Oc1oc(-c2ccco2)nc1C=Nc1ccccc1)c1ccco1
    -3%, 1.1, -50*, 4%, 1%, -8, i, u
O=C(CSc1nnc(-c2ccccc2)n1-c1ccccc1)c1ccc[nH]1
    16%, -3.0, 14, 2%, -14%, 6, i, i
COc1ccccc1NC(=S)N(Cc1ccc(C)cc1)Cc1cccnc1
    1%, -5.5, 14, 1%, 0%, 5, i, -5%
CCNC(=S)Nc1c(C)n(C)n(-c2ccccc2)c1=O
    0%, -0.1, 8, 9%, -3%, 2, i, -24%
COc1ccc(-c2noc(CSc3nc(-c4ccccc4)cc(=O)[nH]3)n2)cc1
    16%, -0.9, 17, -3%, -2%, 10, i, i
O=C(O)COc1ccccc1/C=N/NC(=O)CSc1nc2ccccc2n1Cc1ccccc1Cl
    -23%, -0.4, -11, -7%, 1%, 10, i, -13%
Cc1cccc(-n2cnc(C(=O)O)c2)n1
    2%, 2.6, 5, -3%, -1%, -11, i, i
COc1ccc(Oc2ncccc2[N+](=O)[O-])cc1
    -3%, -0.6, -28, 13%, 0%, -9, i, -19%
CN(C)CCCN1C(=O)C2CCc3[nH]c4ccccc4c3C2C1=O (configuration not stated)
    -2%, -1.9, -16, 14%, -1%, -4, i, 28%
CN(C)c1nc(N(C)C)nc(N2CC(=O)N(c3ccccc3)C2=N)n1
    -4%, 1.2, 1, 1%, -1%, -1, i, i
CC(C)n1c(C(=O)OCC(=O)NCc2ccc3c(c2)OCO3)cc2occc21
    -8%, -0.7, -14, 16%, u, -10, i, -20%
CCC1CCCCN1C(=O)COC(=O)CN(C)S(=O)(=O)c1ccc(NC(C)=O)cc1 (configuration not stated)
    5%, -0.1, -22, 21%, 0%, -3, i, -2%
O=C(COC(=O)CCC(=O)N1CCOCC1)Nc1ccc(Br)cc1Br
    0%, -1.9, 11, 9%, 1%, 0, i, -20%
Cc1cccc(C)c1NC(=O)CNC(=O)C1CC(=O)N(Cc2ccccc2)C1 (configuration not stated)
    3%, -0.9, 0, 7%, 0%, -8, i, -15%
Cc1ccc(S(=O)(=O)Cn2nnnc2C(C(C)C)N2CCN(Cc3ccco3)CC2)cc1 (configuration not stated)
    8%, 2.0, -59*, 1%, 0%, -31, i, 0%[57.5 µM]
CCOC(=O)C1=CCN(S(=O)(=O)c2ccc(C)cc2)C1c1ccc(CC)cc1 (configuration not stated)
    u, -1.1, 43, -3%, x, -3, i, -64%[inhibitor]
CCCn1nnnc1SCC(=O)N1CCOCC1
    -1%, -3.0, 0, 6%, 1%, -3, i, -15%[57.5 µM]
C[C@H]1CN(S(=O)(=O)C(C)(C)C)[C@H](CCO)/C1=C\c1ccccc1
    -2%, -3.2, -16, 11%, x, -34, i, i
COc1ccc(C2=NCCn3nc4ccccc4c32)cc1
    19%, 0.2, 0, 11%, -2%, -23, i, 20%
COc1ccc(C(=O)N2CC=C(c3ccccc3)CC2)cc1S(=O)(=O)N1CCOCC1
    3%, 0.3, 21, 0%, -3%, 2, i, i
CC1(C)CC(=O)C=C(N2CCCC2)C1
    15%, 1.8, -27, 3%, -1%, 5, i, -16%
CCc1ccc(OCCCC(=O)Nc2ccc(S(=O)(=O)Nc3cc(C)nc(C)n3)cc2)cc1
    2%, -0.4, 10, -2%, -1%, 13, i, i
CCOc1ccc(Cn2nnc(C(=O)NCCc3ccccc3)c2N)cc1
    3%, -0.7, 10, -7%, 1%, 0, i, -31%

Not all compounds are listed; count on the stated rates, not on these rows.
